VP16 counter: Gal4-VP16 reporter inhibition counter-screen; Drosophila S2 Gal4-VP16 UAS-luciferase, luminescence, 20 h; Potency, µM (doses to about 53.6 µM), for inactives: at the top dose activity, negative = inhibition, most hits filed as inhibitors; 310,000 tested, 3.5% active; AID 2546;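 note: Gal4-VP16 expression switched on by copper sulfate through the metallothionein promoter; potency is the fitted concentration of half-maximal effect; % is set by controls: 0 for no effect and ±100 for the full control effect; nearly all actives have a fitted effect of over 50% in size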
NPC1 promoter act: activates the NPC1 promoter; Huh7 NPC1 promoter luciferase reporter, 24 h; Potency, µM (doses to about 9.22 µM), inactives show at the top dose activation, hits mostly activators; 320,000 tested, 2.4% active; AID 485313;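 note: potency is the fitted concentration of half-maximal effect; % of control where 0% means no effect; nearly all actives have a fitted effect of over 60% in size; reporter is driven by a mutant NPC1 promoter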
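In 1536-well qHTS, Huh7 cells harboring an NPC1 promoter–luciferase construct received compound for 24 h; activation was quantified by luminescence following luciferase reagent addition.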
FLuc modulator: firefly luciferase modulation, counter-screen for miR-21 project; 360,000 tested, 6.9% active; P08659; purified FLuc, Km substrates, luminescence inhibition; Potency, µM (series often up to 57.5 µM), for the others: at the top dose activity change, negative = inhibition, most hits filed as inhibitors;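 note: potency is the fitted concentration of half-maximal effect; plate controls were vehicle for no effect and reference inhibitor for full effect; nearly all actives have a fitted effect of over 55% in size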
Target sequence (P08659 whole entry, looked up): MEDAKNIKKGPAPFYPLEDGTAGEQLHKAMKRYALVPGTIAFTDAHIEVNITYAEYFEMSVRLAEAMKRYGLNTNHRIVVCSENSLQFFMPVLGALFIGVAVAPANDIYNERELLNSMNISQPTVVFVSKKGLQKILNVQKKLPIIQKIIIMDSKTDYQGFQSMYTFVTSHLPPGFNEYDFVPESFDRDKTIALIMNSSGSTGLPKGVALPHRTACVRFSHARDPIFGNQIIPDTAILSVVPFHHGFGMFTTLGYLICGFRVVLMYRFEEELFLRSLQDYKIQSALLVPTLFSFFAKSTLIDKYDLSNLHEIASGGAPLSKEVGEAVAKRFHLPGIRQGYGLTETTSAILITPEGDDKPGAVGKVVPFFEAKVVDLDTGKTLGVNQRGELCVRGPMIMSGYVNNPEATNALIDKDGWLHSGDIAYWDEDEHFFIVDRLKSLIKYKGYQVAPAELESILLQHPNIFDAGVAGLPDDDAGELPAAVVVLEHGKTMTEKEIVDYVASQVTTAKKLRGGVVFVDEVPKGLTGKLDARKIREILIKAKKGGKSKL
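Purified P. pyralis luciferase (10nM final) with 10uM D-luciferin and 10uM ATP (Km levels) in 50mM Tris acetate pH 7.5, 10mM Mg acetate, 0.01% Tween-20, 0.05% BSA; qHTS 6-point titration, ~60 µM downward; luminescence read.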
PKM2 activator: increases activity of human pyruvate kinase M2; AID 1631; 260,000 tested, 0.34% active; purified PKM2, Kinase-Glo ATP luminescence, activation; response scale: 0% is enzyme alone, no compound; P14618; Potency, µM (doses to about 57.5 µM), without a hit: at the highest dose activation, usual class: activators; note: potency is the fitted concentration of half-maximal effect; % is set by controls: 0 for no effect and ±100 for the full control effect; nearly all actives have a fitted effect of over 55% in size
Target sequence (P14618 whole entry, looked up): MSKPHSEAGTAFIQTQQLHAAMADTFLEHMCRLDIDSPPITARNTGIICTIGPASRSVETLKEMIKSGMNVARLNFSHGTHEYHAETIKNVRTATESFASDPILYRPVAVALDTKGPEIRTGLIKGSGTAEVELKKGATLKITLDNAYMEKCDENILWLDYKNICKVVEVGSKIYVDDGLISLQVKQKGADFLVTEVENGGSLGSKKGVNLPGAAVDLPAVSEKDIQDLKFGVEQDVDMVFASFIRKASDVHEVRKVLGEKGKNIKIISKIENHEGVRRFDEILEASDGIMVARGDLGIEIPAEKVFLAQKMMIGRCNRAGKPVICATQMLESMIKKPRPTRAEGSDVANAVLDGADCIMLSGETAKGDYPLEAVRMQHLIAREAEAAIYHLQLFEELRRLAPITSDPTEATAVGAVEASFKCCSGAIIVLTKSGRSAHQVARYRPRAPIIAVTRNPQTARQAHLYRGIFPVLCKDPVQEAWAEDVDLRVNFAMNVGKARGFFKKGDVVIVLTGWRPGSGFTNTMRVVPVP
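hPK-M2, >95% pure; 0.1 mM ADP / 0.5 mM PEP final; imidazole pH7.2 buffer w/ 7 mM MgCl2, 50 mM KCl; 1 h RT; Kinase-Glo lum. Intermediate enzyme activity for dual inhibitor/activator qHTS.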
ELG1 DNA repair: ELG1-dependent DNA repair inhibition | 330,000 tested, 2.3% active | HEK293T ELG1-luciferase reporter, luminescence, 16 h; DNA damage induced by 5-fluorouridine | AID 504467 | Potency, µM (series often up to 46.1 µM), inactives show at the top dose activity change, negative = inhibition, usual class: inhibitors; note: potency is the fitted concentration of half-maximal effect; % is set by controls: 0 for no effect and ±100 for the full control effect; nearly all actives have a fitted effect of over 55% in size
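Luminescence from the luciferase reporter, measured 30 min after ONE-Glo reagent at room temperature, was the read-out. Beforehand, 2,000 cells per well were exposed for 16 hr at 37 °C to 5-fluorouridine together with compound or vehicle.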
Mito fusion act: blocks mitochondrial division or promotes mitochondrial fusion; S. cerevisiae fusion-defective mutant growth rescue, CellTiterGlo 48 h; Potency, µM (series often up to 46.1 µM), inactives show at the top dose growth rescue (activation), hits mostly activators; 320,000 tested, 0.23% active; AID 485298;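 note: potency is the fitted concentration of half-maximal effect; % of control where 0% means no effect; nearly all actives have a fitted effect of over 45% in size; temperature-sensitive fusion mutants such as fzo1-1 at 37 °C on non-fermentable ethanol glycerol medium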
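Growth-rescue viability read-out: after 48 h at the non-permissive 37C in glycerol/ethanol YPEG, yeast mitochondrial fusion mutants are measured by CellTiterGlo luminescence; compounds (23 nl pinned per well) restoring growth score as division inhibitors or fusion activators.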
Menin MLL FP TR: inhibitors of human menin-MLL interaction, mutant MLL peptide; 270,000 tested, 0.23% active; Potency, µM (titrated, usually from 61.6 µM), without a hit: at the highest dose FP activity change, negative = inhibition, hits mostly inhibitors; AID 1768; Menin + Texas Red MLL mutant peptide, fluorescence polarization; active = well fitted inhibition curve with a large enough effect in the polarisation, with a control signal flat, not every such curve was filed as active; inconclusive = small, poorly fitted or top-dose-only effect, or effect the other way, or a change in a side signal; inactive = no such curve, though single readings can be large or run the other way; the % refers to the polarisation; note: potency is the fitted concentration of half-maximal effect; % of control where 0% means no effect; many of its hits are not listed in these tables
RORgamma inh: blocks mouse ROR gamma transcriptional activity; Drosophila S2 Gal4-RORgamma UAS-luciferase reporter, 20 h; Potency, µM (titrated, usually from 53.6 µM), for inactives: at the top dose activity change, negative = inhibition, hits mostly inhibitors; 310,000 tested, 5.4% active; note: potency is the fitted concentration of half-maximal effect; % is set by controls: 0 for no effect and ±100 for the full control effect; nearly all actives have a fitted effect of over 60% in size
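A Gal4/UAS one-hybrid system in insect cells: metallothionein-promoter Gal4–ROR gamma fusion plus Photinus luciferase reporter. Copper sulfate 700 uM final, 20 hr ambient incubation, luminescent detection after 10 min with reagent.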
MBNL1 CUG block: MBNL1-poly(CUG) RNA binding inhibition | Q9NR56 | TR-FRET MBNL1-His/biotin-(CUG)12 binding, 665/545 ratio | Potency, µM (series often up to 57.5 µM), inactives show top-dose activity change, negative = inhibition, most hits filed as inhibitors | 280,000 tested, 0.036% active | AID 2675; active = well fitted inhibition curve with a large enough effect in the signal ratio, with a control signal flat, not every such curve was filed as active; inconclusive = small, poorly fitted or top-dose-only effect, or effect the other way, or a change in a side signal; inactive = no such curve, though single readings can be large or run the other way; the % refers to the signal ratio; note: potency is the fitted concentration of half-maximal effect; % is set by controls: 0 for no effect and ±100 for the full control effect
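Inhibition of protein-RNA binding appears as loss of TR-FRET between terbium anti-His antibody on MBNL1-His and streptavidin-XL665 on biotin-(CUG)12. Activity is normalized to buffer-only and uninhibited-complex controls.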
KCNH2 3.1 block: blocks the human KCNH2 3.1 channel isoform; U2OS KCNH2 3.1, thallium flux FluxOr; stronger effect = lower value; activity change, % (tested at about 1.8 µM); 340,000 tested, 0.95% active; AID 720553;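 active = maximum activity change below -70%; inconclusive = maximum activity change from -70% to -50%; inactive = maximum activity change above -50%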;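 note: thallium influx rate constant from kinetic fluorescence after stimulation buffer; % is set by controls: 0 for no effect and ±100 for the full control effect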
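Thallium flux via FluxOr fluorescence (Red40 quencher, 45 min loading) in U2OS cells virally expressing the KCNH2 3.1 isoform (1.77 x 10^8 /mL virus, overnight at 37 C). Rate constants from 2-min kinetic reads post-stimulation, normalised to positive and negative controls.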
Rab9 prom act: Rab9 promoter activation | 320,000 tested, 2.8% active | Potency, µM (doses to about 9.22 µM), without a hit: at the highest dose activation, negative = inhibition, most hits filed as activators | Huh7 Rab9 promoter-luciferase reporter, luminescence, 24 h; note: potency is the fitted concentration of half-maximal effect; % of control where 0% means no effect; nearly all actives have a fitted effect of over 60% in size
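Huh7 cells stably carrying Rab9 promoter–luciferase reporter, plated 1500 cells/well, compound added after 2 h and incubated 24 h at 37 °C; luciferase luminescence then read after 10 min with detection reagent.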
Starred values were filed as active, the others as inactive; ? = inconclusive; . = not tested or not shown; & = joins results of further samples; [ ] = another dose, or the depositor's remark. Unless noted, calls come from the whole dose curve; as a rule, active = well fitted curve in the direction sought with a large enough effect; inconclusive = small, poorly fitted or top-dose-only effect, or another doubt; inactive = no such curve, though single readings can be large; an effect the other way counts as inactive or inconclusive.

SMILES	VP16 counter	NPC1 promoter act	FLuc modulator	PKM2 activator	ELG1 DNA repair	Mito fusion act	Menin MLL FP TR	RORgamma inh	MBNL1 CUG block	KCNH2 3.1 block	Rab9 prom act
O=C(COC(=O)C12CC3CC(CC(C3)C1)C2)NCCCc1ccccc1	-4.0%	-5.7%	3.2%	-3.7%	1.6%	?	-0.8%	-2.2%	5.5%	2.7	-1.4%
CC(=O)c1c(O)cc(=O)n(-c2ccccc2)c1-c1ccc(C)cc1	-4.5%	-2.7%	-1.6%	-2.2%	13.9%	-2.0%	.	6.2%	6.2%	-9.3	-5.2%
CC1=C(C(=O)OCC2CCCCC2)C(c2cccc(O)c2)NC(=O)N1 (stereo not given)	-12.5%	-2.3%	0.8%	.	-21.4%	-1.5%	-7.1%	-9.1%	1.7%	.	-10.3%
CCOC(=O)CSc1nc2ccccc2c(=O)[nH]1	-14.0%	-0.8%	-0.9%	-2.2%	0.5%	-1.6%	3.7%	3.3%	6.5%	5.6	-6.8%
COc1cc(C(=O)N2CCCCCCC2)ccc1OC1CCN(C(C)=O)CC1	-7.5%	2.6%	?	-6.5%	0.0%	-0.5%	-22.5%	25.7%	-9.8%	2.4	13.9%
COc1ccc(/C(C)=N/NC(=O)CNC(=O)c2cccs2)cc1OC	-3.1%	-3.3%	?	0.2%	15.6%	13.5%	-3.1%	1.6%	-4.8%	8.8	1.1%
COc1ccc(Cl)cc1NC(=O)CSc1nc(N2CCOCC2)nc(N2CCOCC2)n1	-7.6%	3.0%	0.3%	-1.2%	25.9µM*	-2.3%	.	-28.7%	-6.4%	-6.0	-0.1%
FC(F)Oc1ccccc1NC(=S)Nc1cccc(Cl)c1Cl	?	1.0%	6.1%	7.6%	4.3%	0.4%	20.8%	?	-15.7%	10.5	13.5%
Cc1ccc(C)c(-n2cc(CN3CCN(C(=O)c4ncn[nH]4)CC3)c(-c3ccccc3)n2)c1	-12.3%	-4.4%	-4.5%	-3.5%	?	0.7%	-19.9%	-11.8%	10.0%	.	-6.0%
CC(C)CC(=O)N1CCN(Cc2ccc(Br)cc2)CC1	0.2%	0.0%	0.5%	3.2%	-20.5%	3.9%	22.4%	7.3%	-2.2%	-10.7	-5.2%
Cc1nccc(-c2cc(-c3ccc(Cl)cc3Cl)no2)n1	3.9%	1.41µM*	2.39µM*	2.4%	?	-4.8%	.	32.0%	.	-2.2	1.12µM*
CCOC(=O)N1C(=O)[C@](c2ccc(Cl)cc2)(C(C)C)N1C(=O)OCC	-16.0%	-0.5%	-0.6%	-1.2%	-13.2%	2.8%	7.5%	-37.2%	-0.6%	-44.4	-0.3%
Cn1c(N=Nc2ccc(N3CCOCC3)cc2)[n+](C)c2ccccc21	-0.4%	-14.1%	7.57µM*	-55.3%	-1.4%	-15.4%	-11.2%	-44.6%	18.3%	9.1	-10.0%
COc1cccc(CNC(=O)C(Cc2ccccc2)n2cccc2)c1 (stereo not given)	-4.4%	9.4%	-0.8%	-2.0%	-4.4%	10.3%	.	22.6%	-14.2%	-15.2	6.5%
Cc1cc(C)c(NC(=O)CSc2ccc3nnc(CCNC(=O)c4ccccc4)n3n2)c(C)c1	-7.3%	6.1%	4.6%	-11.5%	-17.9%	0.9%	-21.9%	-8.0%	-15.5%	-4.2	-1.4%
CCCCC1=CC2=CC(=O)C(C)(OC(=O)CC)C(=O)C2=CN1Cc1ccc2c(c1)OCO2 (stereo not given)	-0.1%	-2.5%	1.9%	-4.2%[11.5 µM]	-0.5%	4.6%	-15.5%[11.7 µM]	-1.7%	25.5%	6.7	-9.4%
N#C/C(=C\N1CCOCC1)c1ccccc1	8.0%	-2.8%	-0.7%	-0.4%	17.5%	-6.9%	.	3.0%	4.9%	7.2	0.2%
Cn1c(=O)[nH]c(=O)c2c1ncn2CCN1CCOCC1	1.7%	-2.6%	-3.3%	4.6%	17.0%	-0.6%	-3.0%	20.5%	-2.1%	-3.0	-4.1%
CCn1c2c(c(=N)c3ccccc31)CCC2	-19.1%	-22.6%	-0.4%	-11.7%	20.6µM*	0.4%	.	27.2%	3.9%	13.5	-34.7%[inhibitor]
CCCn1c(SCC(=O)Nc2sc(C)c(C)c2C(=O)OC)nc2c1c(=O)n(C)c(=O)n2C	2.8%	-1.1%	1.4%	-3.0%	22.4%	-1.0%	0.2%	?	-3.2%	.	-2.9%
N/C(=N\OC(=O)C12CC3CC(CC(C3)C1)C2)c1ccncc1	0.1%	-2.6%	19µM*	-5.5%	?	6.8%	.	3.3%	-3.0%	-9.3	-0.6%
Cn1c(=O)c2c(nc(N3CCOCC3)n2Cc2c(F)cccc2Cl)n(C)c1=O	1.7%	-1.1%	0.2%	17.4%	-10.0%	7.6%	-8.4%	0.6%	-4.1%	-10.2	5.5%
O=C(Nc1ccc(F)c(F)c1)C1CCN(S(=O)(=O)c2cccc3nonc23)CC1	-4.2%	0.3%	-2.7%	-0.4%	?	11.2%	41.1%[activator]	?	14.6%	-6.7	-3.6%
Cc1ccc(Cl)c(OC(=O)C2CSC3(C)CCC(=O)N23)c1 (stereo not given)	.	1.3%	-0.8%	.	6.5%	4.7%	.	.	.	-13.6	0.4%
CC(=O)c1cccc(NC(=O)CC2SC(N3CCCCC3)=NC2=O)c1 (stereo not given)	-3.7%	9.0%	-17.1%	-3.9%	17.2%	1.0%	-11.3%	3.3%	-1.2%	-4.5	-1.1%
SMILES	VP16 counter	NPC1 promoter act	FLuc modulator	PKM2 activator	ELG1 DNA repair	Mito fusion act	Menin MLL FP TR	RORgamma inh	MBNL1 CUG block	KCNH2 3.1 block	Rab9 prom act
COCc1c(C(=O)OCC(=O)N2CCCC2=O)oc2ccccc12	.	-1.7%	-0.4%	.	25.4%	-3.8%	.	.	.	-5.3	-5.9%
O=C(Cc1ccc(Cl)cc1)Nc1ccc2c(c1)C(=O)NC2=O	-9.7%	-5.2%	0.1%	1.1%	0.3%	2.2%	0.0%	12.4%	28.4%	13.2	-9.1%
Cc1ccc2oc(-c3ccco3)nc2c1	-0.2%	?	4.78µM*	-14.2%	?	-1.5%	-1.8%	-0.3%	5.0%	8.7	?
Nc1n[nH]c(-c2ccccc2[N+](=O)[O-])n1	-3.0%	-2.0%	-7.2%	-7.1%	?	-4.5%	-7.4%	11.0%	24.0%	2.7	3.6%
Cn1nnc2c(C(N)=O)ncn2c1=O	-5.9%&-2.5%&-12.1%	-2.2%	-0.2%	2.1%	.	-2.7%	?	-1.0%&2.6%&1.8%	?	.	1.2%
CCOC(=O)CSc1nnc(CNC(=O)c2ccc(S(=O)(=O)N3CCCCC3)cc2)n1C	-4.8%	-2.0%	-0.2%	0.3%	-1.3%	3.5%	-7.8%	0.9%	-11.6%	1.0	0.5%
CCOC(=O)C1(Cc2ccc(OC)cc2)CCN(C(=O)C2CCCO2)CC1 (stereo not given)	-0.2%	-1.3%	-6.4%	-1.2%	7.6%	-0.4%	3.1%	14.4%	15.4%	-4.7	0.6%
COc1ccc(CN/C=C2\CCCCC2=O)cc1	9.4%	0.3%	-4.9%	2.1%	?	2.0%	-25.4%	?	3.2%	-3.6	-0.8%
CC12CCC(C(=O)NCc3ccccn3)(OC1=O)C2(C)C (stereo not given)	1.0%	-1.5%	2.1%	-5.6%	?	-8.3%	-9.2%	-4.8%	3.9%	2.1	-36.2%[inhibitor]
O=C(CCS(=O)(=O)Cc1ccccc1)N1CCN(Cc2ccccc2)CC1	18.8%	-2.6%	-1.2%	2.3%	-11.5%	-5.8%	-8.5%	-14.6%	-2.4%	0.8	-0.7%
CCCn1c(CCNC(=O)c2ccco2)nc2ccccc21	5.0%	-2.7%	0.1%	-4.6%	-12.7%	-5.5%	4.0%	-3.6%	-4.3%	3.3	-3.7%
CC1=C(C(=O)OCc2ccccc2)C(c2ccc(Cl)cc2)NC(=O)N1C (stereo not given)	.	-2.1%	3.5%	0.4%	-12.9%	0.3%	?	.	-5.0%	-6.3	4.5%
O=C(CSc1nnc(-c2ccncc2)n1CC1CCCO1)Nc1ccccc1Cl (stereo not given)	-10.2%	-5.5%	-2.7%	2.7%	-13.0%	-2.7%	8.1%	-0.7%	6.8%	-7.0	-0.6%
CCSc1nnc(-c2cnn(-c3ccccc3)c2-n2cccc2)n1C	18.5%	10.4%	-4.2%	-21.4%	-0.7%	8.4%	.	-8.3%	-1.3%	-19.1	13.5%
CCCCN(CCCC)c1nc2ccccc2nc1NS(=O)(=O)c1ccc(NC(C)=O)cc1	-15.2%	-1.5%	2.4%	1.1%	-5.1%	0.6%	?	-9.6%	0.9%	8.4	-4.7%
COc1ccc(OCC(=O)Nc2ccc3c(c2)nc(CCn2ccccc2=O)n3C)cc1	7.2%	-2.9%	2.4%	.	-4.3%	-1.7%	.	-10.1%	-2.1%	12.2	-3.6%

Screens: PubChem BioAssay, National Center for Advancing Translational Sciences (NCATS)

Some of the compounds tested; rates above refer to the full screens.
